# Assay outcomes as filed in PubChem BioAssay.
# RBBP9 inhibitor: human RBBP9 inhibitors, primary screen, biochemical, fluorescence polarization, FP-Rh probe, HTS; recombinant RBBP9; hit rate 0.2% among 220,000; inhibition, % at 7.94 µM;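 active = inhibition above the campaign mean of all tested compounds plus 3 SD, cut at about 14% in these data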;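 also: plate controls were DMSO wells with RBBP9 for no effect and wells lacking RBBP9 protein for full effect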
#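 Test system: recombinant human RBBP9. Quantity: 2.5 µM RBBP9 dispensing solution, before mixing. Detection: FP readout at 525/598 nm. Reagent: Serine-hydrolase probe FP-Rh, 375 nM pre-mixing. Measure: % inhibition. Control set: DMSO-treated enzyme wells and wells lacking RBBP9. Buffer or medium: Tris-NaCl-Pluronic buffer, pH 8.0. Times: preincubation 30 min plus labeling 45 min at 25 °C.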
# PGE2 EP2 inh: human EP2 receptor antagonists, primary screen, TR-FRET cAMP, C6 glioma cells | hit rate 0.52% among 260,000 | C6 glioma cells expressing human EP2; cells stimulated with saturating PGE2 | Prostaglandin E2 receptor EP2 subtype (Homo sapiens), P43116 | inhibition, % at 25 µM;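 active = percent inhibition above 40 after rounding to a whole number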;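 also: rat C6 glioma host cells with rolipram phosphodiesterase inhibitor present; the protocol text gives 20 µM as final concentration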
# Target sequence (P43116 whole entry, looked up): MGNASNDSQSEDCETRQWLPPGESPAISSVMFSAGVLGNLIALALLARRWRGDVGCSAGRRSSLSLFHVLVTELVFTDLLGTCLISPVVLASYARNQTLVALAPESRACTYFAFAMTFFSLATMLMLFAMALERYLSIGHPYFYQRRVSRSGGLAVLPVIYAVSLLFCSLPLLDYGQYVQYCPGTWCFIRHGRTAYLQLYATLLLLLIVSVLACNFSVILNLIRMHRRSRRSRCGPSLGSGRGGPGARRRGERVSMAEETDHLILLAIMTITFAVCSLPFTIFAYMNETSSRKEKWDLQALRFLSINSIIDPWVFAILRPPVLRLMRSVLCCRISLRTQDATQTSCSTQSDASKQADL
# Hck-Nef inh: inhibitors of Nef-activated human Hck kinase, primary screen, biochemical, Z-Lyte FRET, 384-well, Hck-YEEI | Tyrosine-protein kinase HCK (Homo sapiens), P08631 | hit rate 0.68% among 220,000 | inhibition, % at 20 µM | AID 463187, 2010 | Recombinant Hck-YEEI plus Nef, Z-Lyte FRET kinase assay;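 active = Hck-Nef kinase inhibition above about 50%, limit read from the data; inactive = inhibition below that limit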;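 also: 0% = DMSO with Hck plus Nef and 100% = Hck alone without Nef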
# Runt-SMMHC FRET: inhibitors of RUNX1 Runt–CBFb-SMMHC binding, primary screen, biochemical, FRET, Cerulean-Runt, Venus-CBFb-SMMHC, uHTS; Runt-related transcription factor 1 (Homo sapiens) + Core-binding factor subunit beta …; Cerulean-Runt/Venus-CBFb-SMMHC FRET ratio 530/480, 1 h; inhibition, % at 20 µM; hit rate 0.74% among 220,000; AID 1434, 2008;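 active = mean inhibition across duplicate retests at 20 µM reaching about 50%, limit read from the data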;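 also: 0% = DMSO wells and 100% = wells with excess untagged CBFb-SMMHC; inhibitors lower the FRET ratio by blocking Runt binding to CBFb-SMMHC; some results filed as inactive read as strong as hits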
# Target sequence (Q01196 whole entry, looked up): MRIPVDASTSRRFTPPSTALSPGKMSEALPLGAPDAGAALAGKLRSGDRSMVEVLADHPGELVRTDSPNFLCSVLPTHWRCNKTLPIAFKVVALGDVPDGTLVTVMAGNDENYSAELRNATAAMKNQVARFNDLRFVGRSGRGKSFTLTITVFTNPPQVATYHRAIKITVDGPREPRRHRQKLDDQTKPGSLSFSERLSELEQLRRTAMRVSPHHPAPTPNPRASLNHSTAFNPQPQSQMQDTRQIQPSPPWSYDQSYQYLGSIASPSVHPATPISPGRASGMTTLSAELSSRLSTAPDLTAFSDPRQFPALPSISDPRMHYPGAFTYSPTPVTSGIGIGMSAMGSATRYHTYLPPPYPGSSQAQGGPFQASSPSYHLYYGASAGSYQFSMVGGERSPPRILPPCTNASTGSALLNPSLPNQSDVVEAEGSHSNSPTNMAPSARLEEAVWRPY
# Target sequence (Q13951 whole entry, looked up): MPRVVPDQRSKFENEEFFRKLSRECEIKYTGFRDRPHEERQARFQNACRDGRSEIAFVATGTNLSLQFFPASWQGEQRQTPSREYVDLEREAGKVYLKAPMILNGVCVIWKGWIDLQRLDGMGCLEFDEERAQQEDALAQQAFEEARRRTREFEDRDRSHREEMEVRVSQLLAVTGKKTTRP
# TNF necrop inh: inhibitors of TNF-alpha triggered necroptosis, primary screen, cell-based, Jurkat FADD-/-, single concentration | Jurkat FADD-/- TNF necroptosis rescue, ATP luminescence, 24 h; 0 = TNF only, 100 = no-TNF cells | activation (protection from cell death), % at 10 µM | hit rate 0.068% among 220,000 | AID 463075, 2010;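 active = activation, meaning protection from cell death, of at least 50% relative to plate controls; inactive = activation below 50%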;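 also: necroptosis triggered by 40 ng/mL TNF-alpha added together with compound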
# PERK inh: block of dimerizer-induced PERK translation repression, primary screen, PERK inhibitor project, CHO PERK-DD cells, SEAP luminescence, HTS. Eukaryotic translation initiation factor 2-alpha kinase 3 (Homo sapiens), Q9NZJ5. CHO PERK-DD fusion, SEAP luminescence translation reporter. inhibition, % at 5.6 µM. hit rate 0.17% among 220,000;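 active = inhibition above the mean inhibition of all tested compounds plus 3 SD, set separately per screening campaign, cut at about 2.9% in these data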;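 also: PERK kinase domain activated by AP20187 dimerizer at 100 nM; 0% = DMSO with dimerizer and 100% = rapamycin at 8.4 µM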
# Runt-CBFb FRET: inhibitors of RUNX1 Runt–CBFb binding, primary screen, biochemical, FRET, Cerulean-Runt, Venus-CBFb, uHTS; hit rate 0.46% among 220,000; AID 1496, 2009; Cerulean-Runt/Venus-CBFb FRET ratio 530/480, 1 h; inhibition, % at 20 µM; Runt-related transcription factor 1 (Homo sapiens) + Core-binding factor subunit beta …;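 active = inhibition over about 50% at 20 µM in the single-dose screen, limit read from the data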;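 also: 0% = DMSO wells and 100% = excess unlabeled CBFb competitor control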
#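 Assay system: Cerulean-Runt domain fusion protein, energy donor; Signal: fluorescence energy transfer, 422 nm excitation, 530/480 nm emission; Timing: 1 h compound exposure, room temperature; Control set: unlabeled CBFb; Medium: Tris buffer pH 7.5 with salts and BSA; Compound: single test concentration of 20 µM, 1% DMSO final; Probe or stimulus: Venus-CBFb 100 nM.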
# zVAD death inh: inhibitors of zVAD-triggered necroptosis, primary screen, L929 cells; hit rate 0.38% among 220,000; L929 zVAD necroptosis rescue, ATP luminescence, 24 h; with zVAD 60 µM; viability rescue, % at 10 µM; AID 1377, 2008;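 active = activation, scaled between plate controls, above about 75%, limit read from the data; inactive = activation under that limit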;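 also: 0% = zVAD with DMSO and 100% = DMSO alone without zVAD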
# EP2 modulator: EP2 receptor modulators, cAMP readout, primary screen, cell-based, HTRF cAMP, PGE2 stimulation | Prostaglandin E2 receptor EP2 subtype (Homo sapiens), P43116 | EP2-expressing cells, cAMP HTRF FRET, PGE2 co-stimulation | induction, % at 25 µM | hit rate 0.83% among 260,000;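 active = compounds whose cAMP rise, as percent of the full-agonist control response, exceeds 60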;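 also: rat C6 glioma line stably carrying human EP2 under a CMV promoter; the protocol text gives 20 µM as final concentration; 100% = response of wells given 1 µM PGE2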
# An asterisk follows results filed as active; x = no result given.
SMILES,RBBP9 inhibitor,PGE2 EP2 inh,Hck-Nef inh,Runt-SMMHC FRET,TNF necrop inh,PERK inh,Runt-CBFb FRET,zVAD death inh,EP2 modulator
CCc1nnc2sc(-c3ccc(NC(=O)CSc4ccc(Cl)cc4)cc3)nn12,-5.3,x,3.6,x,-0.4,1.4,x,-0.3,x
COc1ccc(/C=N/N=C2/C(=O)Nc3ccccc32)cc1O,-5.2,20.5,20.6,-3.7,-7.4,0.7,0.5,0.4,-24.9
CC1CCCN(C(=O)c2cc(N3C(=O)C4C5CCC(C5)C4C3=O)ccc2Cl)C1 (stereo not drawn),-3.5,4.6,16.6,-1.2,1.3,0.1,-2.1,-0.3,-3.0
CCOc1ccc(OCCOCCOc2c(Cl)cccc2Cl)cc1,-3.2,5.8,1.7,x,-2.2,1.9,x,0.2,x
O=C(Nc1ccc(N2CCOCC2)nc1)c1ccc(Cl)cc1,2.5,7.9,0.7,-1.9,-5.2,1.4,-1.3,0.7,3.5
O=C(O)CCc1ccc(-c2ccccc2)n1CC(=O)O,2.9,5.7,7.4,2.4,-0.5,0.6,3.8,0.0,14.2
CC(C)(C)C1CCc2onc(C(=O)Nc3cccnc3)c2C1 (stereo not drawn),-2.8,2.6,-2.2,1.3,-0.4,-0.3,-6.0,5.0,52.2
CCOc1cc(CNn2cnnc2)ccc1OCC(=O)NC1CCCCC1,-5.6,9.0,-0.6,4.4,0.3,-0.1,-0.6,0.3,17.8
CCOC(=O)N1CCC(NC(=O)C2=CCN(S(=O)(=O)c3ccccc3)CC2)CC1,-11.6,3.9,0.4,1.0,1.6,-1.5,1.2,0.7,13.3
O=C(NCC(=O)N1CCCC1)c1cccs1,-10.2,9.5,-0.5,0.5,-0.2,-0.3,-0.8,-0.1,-3.0
CC(=O)Nc1ccc(S(=O)(=O)NNC2=NS(=O)(=O)c3ccccc32)cc1,-1.5,4.0,18.3,-2.8,1.1,-0.4,-1.9,2.5,18.0
O=C1CCCN1CCCNS(=O)(=O)c1ccc(F)cc1F,-3.6,11.9,14.7,-1.0,1.5,0.9,0.8,0.3,-9.0
O=C(CN1CCN(c2ccc(F)cc2)CC1)NCC1CCCO1 (stereo not drawn),-7.8,10.7,1.4,4.8,-0.3,0.7,-0.6,0.1,-3.7
Cc1c(C(=O)NCc2ccccn2)oc2ccccc12,1.9,6.9,-7.2,-0.8,0.6,-1.0,0.5,-0.7,-8.5
c1ccc2c(CCNc3ncnc4nc[nH]c34)cccc2c1,-7.3,28.0,21.1,1.3,-8.8,0.5,-1.9,0.5,-62.4
CC1CCCN(c2nc3c(c(=O)[nH]c(=O)n3C)n2CCSc2ncccn2)C1 (stereo not drawn),-2.3,12.8,18.2,-1.3,-0.5,0.6,-1.3,1.1,1.0
Cc1cc2ccccc2n2c(SCC(=O)N3CCc4ccccc4C3)nnc12,-0.7,9.0,7.2,-2.4,-0.3,1.0,-6.8,0.3,-3.8
O=C(NCCN1CCOCC1)c1ccc2c(c1)N(Cc1cccc(F)c1)C(=O)c1ccccc1S2,-13.4,7.8,-11.3,1.7,1.6,-0.5,-5.5,-0.3,-16.5
CCO[C@H]1OC(C(=O)NC2CC2)=C[C@@H](c2coc3ccccc3c2=O)[C@@H]1CCCO,1.9,9.5,11.3,-3.6,-0.2,1.5,0.6,-0.3,8.3
O=C(NCc1ccco1)C1(S(=O)(=O)c2ccc(Cl)cc2)CC1,3.2,2.8,0.5,-3.7,-1.0,1.9,2.0,0.6,12.8
CCCCn1c(CCCNC(=O)CC)nc2ccccc21,-4.5,9.4,2.0,-6.5,0.3,-0.2,0.5,0.4,13.3
CNCCOc1ccc(Cl)c(Cl)c1,-7.5,7.9,15.1,2.6,4.5,-0.3,-1.7,2.4,-16.9
COc1cc(CNC2CCCCCCC2)cc(Br)c1OCC#N,0.9,7.7,2.6,2.8,3.3,-0.8,-0.6,1.2,-8.9
O=C(N/N=C/c1ccccc1C(=O)O)c1ccccc1Br,-0.1,2.4,11.1,0.1,-0.1,0.8,-0.6,-0.6,-11.9
CC(C)(C)C1CCC(=NNC(=O)c2cc(-c3ccccc3)n[nH]2)CC1 (stereo not drawn),-4.1,5.0,4.0,-0.6,1.0,1.6,0.6,1.4,17.7
COC(=O)c1nn(-c2ccc(OC)cc2)c(=O)cc1NN,5.9,7.9,19.2,-2.1,-0.2,0.9,-1.5,5.9,11.6
CCCn1nnc(NC(=O)COc2ccc(CC)cc2)n1,-2.7,13.0,16.9,-6.7,1.0,0.3,-1.7,-0.8,2.2
O=C(NNC(=O)C1CCN(S(=O)(=O)c2cccc(Cl)c2)CC1)C1CC1,-1.0,5.2,3.9,0.6,1.4,-0.6,-0.6,-0.4,36.6
Nc1nn(-c2ccccc2)c(N)c1N=Nc1ccccc1,-6.6,5.4,3.4,0.5,-4.5,-0.2,-4.2,0.4,-48.6
O=C(OC1CCOC1=O)c1ccc(-c2nc3ccccc3s2)s1 (stereo not drawn),-6.8,31.7,6.4,-1.3,-0.8,-1.0,-3.8,2.1,-12.3
O=C(CSc1ncn(-c2ccccc2)n1)c1cccs1,-4.4,8.5,-0.6,-3.4,0.0,-0.3,1.5,1.4,-10.2
CCCOC(=O)Cc1n[nH]c(=O)[nH]c1=O,4.4,10.1,2.2,4.9,-2.0,1.2,0.5,-0.3,-1.3
O=C(Cc1cn2ccsc2n1)Nc1ccccc1Oc1ccccc1,-2.0,14.4,1.4,2.6,-3.2,-0.1,-0.1,-0.5,17.4
O=c1oc2ccccc2cc1-c1csc(NN=C2CCCC2)n1,-9.6,8.4,1.3,-26.0,1.6,0.0,0.3,2.3,-37.4
Cc1c(N2C(=O)c3ccc(F)cc3C2=O)c(=O)n(-c2ccccc2)n1C,5.4,7.5,0.4,-0.6,-0.7,1.6,1.6,0.0,17.1
COc1ccc2[nH]cc(CCN3C(=O)CCC3=O)c2c1,-5.3,3.7,-13.8,1.3,-0.3,0.1,0.9,-0.8,2.1
Cc1cccc2cc(CN(CCN(C)C)C(=S)NCc3ccco3)c(=O)[nH]c12,-3.9,4.5,-0.5,1.8,0.2,0.5,7.8,-0.3,11.5
CC(=O)n1nc(-c2cccnc2)nc1N,-4.9,6.1,-1.0,-2.6,0.7,0.7,-1.1,1.1,18.3
CCc1ccn2cc(-c3cc(-c4ccccc4)no3)nc2c1,-7.9,12.8,5.9,-2.4,-16.9,-0.3,0.1,5.2,-18.2
COc1ccc(NC(=O)c2oc3ccccc3c2NC(=O)COc2ccccc2OC)c(OC)c1,0.8,5.9,12.2,0.9,-0.9,1.1,-0.7,0.1,50.4
Nc1nc(Nc2ccc(Cl)cc2)nc(NCc2ccco2)c1[N+](=O)[O-],-6.9,1.1,8.1,-3.6,4.1,0.5,-2.9,-0.5,65.4*
O=C(CSc1nc2ccncc2[nH]1)Nc1ccccc1C(F)(F)F,-7.9,4.3,-4.4,-0.6,2.7,-0.9,2.2,2.7,2.2
CCCCNC(=S)NCCN1CCN(C(=S)NCCCC)CC1,-1.6,6.7,16.7,2.8,1.7,0.0,-1.5,1.6,-27.8
COc1ccc(S(=O)(=O)Nc2cc3c4c(oc3c3ccccc23)CCCC4=O)cc1,-5.1,13.3,3.4,6.1,-11.7,-2.2,4.5,0.7,33.6
COCCn1nnnc1CN(Cc1cc2cc(OC)c(OC)cc2[nH]c1=O)C1CCCC1,0.7,11.8,1.2,65.0,1.1,-0.5,-54.6,-0.1,7.1
CN(C)CCNc1ccc(Cl)cc1[N+](=O)[O-],2.3,5.8,3.2,-1.7,2.8,1.1,-2.2,-0.3,-12.8
CCOC(=O)N1CCN(C(=O)/C(=C/c2ccc(OC)cc2)NC(=O)c2ccccc2)CC1,-8.4,10.3,0.4,0.7,-2.0,-1.0,-0.4,-0.1,6.8
O=C(Nc1ccncc1)C1CCN(S(=O)(=O)c2cccs2)CC1,-1.4,6.2,-1.1,-0.6,0.1,-0.4,-2.8,-0.1,0.5
Cn1c(=O)c2c(=O)cc(N)[nH]c2n(C)c1=O,-2.6,4.2,1.0,-1.4,-1.2,0.6,4.3,0.8,-25.6
Cc1cccc(N2C(=O)c3cccnc3C2=O)c1,-8.6,10.4,-0.1,1.1,-1.0,-0.4,-2.4,-0.4,10.0
C=CCn1c(C)cc(C(=O)COc2ccc(C)nc2[N+](=O)[O-])c1C,5.8,3.2,6.3,7.8,2.6,-0.3,13.5,6.6,10.9
Cc1ccc(C)c(N2C(=O)c3cc(N4CCOCC4)c([N+](=O)[O-])cc3C2=O)c1,-0.9,6.8,3.1,-2.8,1.7,1.2,-4.0,0.8,-55.3
N#C/C(=C(/O)c1ccc([N+](=O)[O-])cc1)c1nc2ccccc2[nH]1,3.2,0.9,40.6,-0.2,-0.1,0.0,-1.8,-0.3,0.7
COC(=O)c1cc2oc3ccccc3c2n1CC(=O)Nc1ccccc1OC,-1.7,9.6,3.2,-1.7,-0.5,1.3,2.6,-0.4,2.1
Cc1ccc(NS(=O)(=O)c2ccc(CCC(=O)NCCCOC(C)C)cc2)cc1,0.3,8.3,-24.4,-1.1,1.0,0.7,-1.2,0.2,14.2

# Of the compounds above, 2 contain a cyano group:
SMILES,RBBP9 inhibitor,PGE2 EP2 inh,Hck-Nef inh,Runt-SMMHC FRET,TNF necrop inh,PERK inh,Runt-CBFb FRET,zVAD death inh,EP2 modulator
COc1cc(CNC2CCCCCCC2)cc(Br)c1OCC#N,0.9,7.7,2.6,2.8,3.3,-0.8,-0.6,1.2,-8.9
N#C/C(=C(/O)c1ccc([N+](=O)[O-])cc1)c1nc2ccccc2[nH]1,3.2,0.9,40.6,-0.2,-0.1,0.0,-1.8,-0.3,0.7

# Not all compounds are listed. The share of hits here may be higher or lower than overall.
